# Screening results deposited in PubChem by Broad Institute.
# SIRT5 block – blocks human SIRT5 desuccinylation of peptide. hit rate 1.1% among 330,000. Q9NXA8. AID 652115. Purified SirT5, succinyl-peptide AMC, trypsin-coupled fluorescence. inhibition, % at 15 µM; in the data active = inhibition above about 15%
# Target sequence (Q9NXA8 whole entry, looked up): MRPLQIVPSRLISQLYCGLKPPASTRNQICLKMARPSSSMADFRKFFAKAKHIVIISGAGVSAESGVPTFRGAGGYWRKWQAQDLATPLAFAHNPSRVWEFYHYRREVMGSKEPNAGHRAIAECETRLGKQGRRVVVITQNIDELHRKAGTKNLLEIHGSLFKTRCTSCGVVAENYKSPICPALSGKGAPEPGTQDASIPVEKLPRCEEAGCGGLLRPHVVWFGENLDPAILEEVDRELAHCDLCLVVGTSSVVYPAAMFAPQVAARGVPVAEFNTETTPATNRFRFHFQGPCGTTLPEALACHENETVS
# ARNT-TACC3 inh – disrupts binding between human ARNT and TACC3; inhibition, % at 9.99 µM; hit rate 0.66% among 390,000; AlphaScreen His-ARNT PAS-B/GST-TACC3 binding, luminescence; TACC3 fragment carries E629A point mutation; AID 623870;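 active = mean inhibition of replicates at least 50% and at least half of replicates each reaching 50%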;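 also: 0% = complete ARNT plus TACC3 wells and 100% = ARNT alone without TACC3; many hits fall short of the cut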
# ERp5 inh – ERp5 (human) disulfide isomerase inhibition. hit rate 0.05% among 350,000. AID 651711. ERp5 insulin aggregation, absorbance 650 nm, 90 min. inhibition, % at 9.99 µM;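 active = mean replicate inhibition above about 25%, with every replicate also reaching it, limit read from the data, passing the limit was not always enough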
# Target sequence (Q15084 whole entry, looked up): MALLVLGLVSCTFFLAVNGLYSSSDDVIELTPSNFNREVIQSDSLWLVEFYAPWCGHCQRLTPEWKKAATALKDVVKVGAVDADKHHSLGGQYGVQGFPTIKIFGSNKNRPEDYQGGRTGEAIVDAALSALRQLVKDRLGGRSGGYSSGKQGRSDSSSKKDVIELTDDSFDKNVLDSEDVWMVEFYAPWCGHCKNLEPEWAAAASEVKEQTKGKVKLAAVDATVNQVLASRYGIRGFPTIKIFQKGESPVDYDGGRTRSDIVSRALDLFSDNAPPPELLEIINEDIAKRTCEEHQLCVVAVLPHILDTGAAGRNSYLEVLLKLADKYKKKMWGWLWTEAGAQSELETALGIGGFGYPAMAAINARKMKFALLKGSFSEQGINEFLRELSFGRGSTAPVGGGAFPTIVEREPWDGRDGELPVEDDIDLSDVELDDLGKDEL
# C2C12 statin – suppression of simvastatin myotoxicity; C2C12 myotubes + simvastatin, ATP luminescence, 48 h; scaled: DMSO 0, geranylgeraniol control 100; rescue of ATP level, % at 7.49 µM; hit rate 0.78% among 330,000; AID 602340;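 active = mean ATP rescue above about 67%, or every replicate alone reaching that limit, limit read from the data, passing the limit was not always enough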;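 also: myotubes were challenged with 10 µM simvastatin during compound exposure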
# miR-122 sensor – inhibitors of miR-122 in Huh7 cells. Huh7 miR-122 Renilla luciferase sensor, 48 h; neutral wells = 0, positive control = 100. activation (reporter increase), % at 12.5 µM. hit rate 0.3% among 340,000;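 active = mean replicate activation score at least 90 and every replicate individually at or above 90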;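 also: higher luciferase means less miR-122 activity so hits act as miR-122 inhibitors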
# Cneo AK release – Cryptococcus neoformans lysis via adenylate kinase release. C. neoformans lysis, adenylate kinase release luminescence, 4 h; normalised: neutral wells 0, clomiphene wells 100. hit rate 0.2% among 360,000. lysis activity, % at 15 µM. AID 651654;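 active = mean lysis activity across replicates of at least 80%, whatever share of replicates individually reach that level; inactive = mean lysis activity below 80%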
#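 Material – log-phase Cryptococcus neoformans yeast cells · Input – 5 × 10^6 yeast cells/mL · Medium – fresh YPD growth medium · Doses – single compound concentration per well · Timing – static 4 h at 37 °C with compound, 1 h detection · Detection – adenylate kinase release luminescence · Read-out – signal increase indicating cell lysis · Control set – Clomiphene as positive lysis control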
# esBAF inh – inhibitors of esBAF chromatin remodeling in mouse ES cells | Bmi1-luciferase knock-in reporter, 24 h; 100% = twice the neutral-well signal | reporter increase, % at 12.5 µM | hit rate 2% among 350,000 | AID 602393; in the data active = activation above about 40%;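 also: 0% = median of the plate's neutral control wells and 100% = double that signal; a rise in the Bmi1 reporter signal indicates esBAF inhibition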
# Numbers without * were called inactive; . = not tested or not shown; & = joins results of further samples; [ ] = dose if it differs, or a comment. Rows were taken by chance. Share with any hit: about 4%.
item	smiles	SIRT5 block	ARNT-TACC3 inh	ERp5 inh	C2C12 statin
1	CC(=O)N1CCCN(Cc2cn(-c3cccc(C)c3)nc2-c2cccc(F)c2)CC1	1.3	-0.3	4.2	.
2	CCc1nnc(SCC(=O)Nc2ccc(N3CCOCC3)cc2)o1	.	-1.8	.	2.1
3	CC(C)(C)NC(=O)c1cccc(NC(=O)CSc2ccc(Cl)cc2)c1	.	-0.8	.	2.1
4	Cc1ccccc1NC(=O)CSc1nc(COc2ccccc2)nc2ccccc12	.	-0.3	.	-26.5
5	C[C@@H]1CN([C@H](C)CO)C(=O)c2cc(NC(=O)CCC(F)(F)F)ccc2O[C@@H](C)CCCCO[C@H]1CN(C)S(=O)(=O)c1ccc(F)cc1	5.6	.	-2.2	.
6	C[C@@H]1CCCCO[C@@H](CN(C)Cc2ccccc2)[C@H](C)CN([C@@H](C)CO)C(=O)c2cc(NC(=O)CCC(F)(F)F)ccc2O1	2.6	13.2	-0.2	42.5
7	CCCn1nnnc1NCc1ccccc1Cl	2.6	-4.2	-1.6	-11.4
8	O=C(C1CC1)N1C[C@H]2[C@@H](c3ccccc31)[C@@H](CO)N2Cc1ccccc1Cl	3.9	-15.6	-0.1	23.3

item	miR-122 sensor	Cneo AK release	esBAF inh
1	5.7	-0.1	.
2	-31.6	5.9	-9.1
3	2.4	-0.4	3.7
4	6.5	0.8	10.0
5	2.6[16.7 µM]	5.8	2.9
6	-7.3[16.7 µM]	1.3	-5.0
7	8.3	-0.6	1.3
8	25.9[16.7 µM]	-1.8	-1.1

# Next section; the last three above are carried over.
item	smiles	SIRT5 block	ARNT-TACC3 inh	ERp5 inh	C2C12 statin
6	C[C@@H]1CCCCO[C@@H](CN(C)Cc2ccccc2)[C@H](C)CN([C@@H](C)CO)C(=O)c2cc(NC(=O)CCC(F)(F)F)ccc2O1	2.6	13.2	-0.2	42.5
7	CCCn1nnnc1NCc1ccccc1Cl	2.6	-4.2	-1.6	-11.4
8	O=C(C1CC1)N1C[C@H]2[C@@H](c3ccccc31)[C@@H](CO)N2Cc1ccccc1Cl	3.9	-15.6	-0.1	23.3
9	Cc1ccc(Cn2c(SC3CCOC3=O)nc3ccccc3c2=O)cc1 (configuration not stated)	.	0.4	.	.
10	CN1[C@H](CO)[C@@H]2c3ccccc3N(C(=O)Nc3cc(F)ccc3F)C[C@@H]21	0.7	-8.4	-2.3	9.2
11	C[C@@H]1CN([C@@H](C)CO)C(=O)c2cc(/C=C/c3ccccc3)cnc2O[C@@H]1CN(C)C(=O)c1ccc2c(c1)OCO2	-24.0	7.5	-4.1	2.7
12	CN(C(=O)c1ccccc1C(=O)c1ccccc1)C1CCS(=O)(=O)C1 (configuration not stated)	-6.1	-1.7	0.1	0.6
13	CC(=O)Oc1cccc(N2C(=O)C3C4C=CC(CC4)C3C2=O)c1 (configuration not stated)	-1.0	-0.3	4.6	-4.7
14	Cc1ccc(/C=N/NC(=O)c2ccco2)cc1	0.5	3.6	7.8	.
15	CC1CCCC(C)N1C(=O)CSc1nnc(-c2ccco2)n1C (configuration not stated)	0.8	-10.8	2.8	24.6
16	O=C(Nc1ccccc1)N1C[C@H]2[C@@H](c3ccccc31)[C@H](CO)N2Cc1ccccc1Cl	-2.4	0.9	1.0	7.3

item	miR-122 sensor	Cneo AK release	esBAF inh
6	-7.3[16.7 µM]	1.3	-5.0
7	8.3	-0.6	1.3
8	25.9[16.7 µM]	-1.8	-1.1
9	-10.7	0.3	.
10	8.3[16.7 µM]	-0.6	-5.2
11	-1.7[16.7 µM]	3.0	5.2
12	-6.8	-0.1	-3.0
13	-4.0	-0.2	-5.6
14	-4.9	-1.5	.
15	0.9	-0.8	0.4
16	7.1[16.7 µM]	-3.0	12.2

# Some values from above:
# SIRT5 block result of O=C(Nc1ccccc1)N1C[C@H]2[C@@H](c3ccccc31)[C@H](CO)N2Cc1ccccc1Cl : -2.4
# Cneo AK release result of CCc1nnc(SCC(=O)Nc2ccc(N3CCOCC3)cc2)o1 : 5.9
# SIRT5 block result of C[C@@H]1CN([C@H](C)CO)C(=O)c2cc(NC(=O)CCC(F)(F)F)ccc2O[C@@H](C)CCCCO[C@H]1CN(C)S(=O)(=O)c1ccc(F)cc1 : 5.6
# miR-122 sensor result of Cc1ccccc1NC(=O)CSc1nc(COc2ccccc2)nc2ccccc12 : 6.5
# SIRT5 block result of O=C(C1CC1)N1C[C@H]2[C@@H](c3ccccc31)[C@@H](CO)N2Cc1ccccc1Cl : 3.9

# Following part:
item	smiles	SIRT5 block	ARNT-TACC3 inh	ERp5 inh	C2C12 statin
17	O=C(C[C@H]1C[C@@H]2c3cc(NC(=O)c4ccc5c(c4)OCO5)ccc3O[C@@H]2[C@@H](CO)O1)NCc1ccccn1	4.5	.	-1.2	-0.7
18	CCc1nc2ccc(C(=O)NC3CCN(Cc4ccccc4)CC3)cn2c1N(C)Cc1cccs1	0.8	.	0.9	-51.5
19	CCCn1c(C)cc(C(=O)COC(=O)c2cc(S(=O)(=O)NCC(C)C)c(Cl)cc2Cl)c1C	.	2.4	.	-3.3
20	COc1ccc(-c2nn(CCC#N)cc2/C=N/O)cc1OC	0.2	-0.4	0.6	.
21	CCN(CC)C(=O)CSc1nnc(COc2ccccc2)n1N	1.1	38.8	0.0	.
22	Cc1ccc(C(=O)C2CCN(CC(=O)Nc3ccc(N(C)C)cc3)CC2)cc1	.	4.2	.	28.8
23	OCCC1CN(Cc2cccc3nonc23)CCN1C1CCCCC1 (configuration not stated)	-1.7	3.9	-3.9	20.2
24	O=C(C[C@H]1CC[C@@H](NC(=O)c2ccccc2)[C@@H](CO)O1)Nc1ccc(-c2ccccc2)cc1	-0.7	27.9	0.5	26.2

item	miR-122 sensor	Cneo AK release	esBAF inh
17	11.2[16.7 µM]	13.2	-1.2
18	-7.3	1.7	-1.0
19	10.4	-1.5	19.2
20	.	.	.
21	.	.	.
22	0.2	.	7.4
23	-7.7	3.5	-3.2
24	-13.9[16.7 µM]	-0.3	12.1

# Next part.
item	smiles	SIRT5 block	ARNT-TACC3 inh	ERp5 inh	C2C12 statin
25	COc1ccc(/C=C2\Oc3cc(OCC(=O)N4CCC[C@H]4C(=O)O)ccc3C2=O)cc1OC	.	15.4	.	1.1
26	Cc1ccc(-c2[nH]c(-c3ccccc3)nc2SCC(=O)NCC2CCCO2)cc1 (configuration not stated)	-0.8	-6.2	-1.9	-30.3
27	COCCCNc1nc2c(c(=O)n(Cc3ccc(F)cc3)c(=O)n2C)n1C	0.4	5.9	-1.1	-3.5
28	CN(C)/C=N/C(=S)Nc1cc(Cl)cc(Cl)c1	-2.1	-5.0	-5.2	-81.9
29	C#CCn1c(S(=O)(=O)Cc2ccc(F)cc2)nc(-c2ccccc2)c1-c1ccccc1	.	4.7	.	52.4
30	C[C@H](CO)N1C[C@H](C)[C@H](CN(C)C(=O)NC2CCCCC2)Oc2ccc(NC(=O)CCN3CCOCC3)cc2CC1=O	-0.5	-12.7	1.1	-9.8
31	O=C(COc1ccc(S(=O)(=O)N2CCCC2)cc1Cl)NC1CCCC1	.	5.2	.	9.3
32	CSc1ccccc1OCc1cc(C(=O)NCCCn2nc(C)cc2C)no1	1.5	-6.5	-3.9	-7.4

item	miR-122 sensor	Cneo AK release	esBAF inh
25	-33.7	-4.7	-7.9
26	.	0.3	15.3
27	3.6	-1.9	3.3
28	16.7	17.7	2.7
29	1.5	3.6	-3.5
30	4.9[16.7 µM]	-5.9	4.1
31	0.4	0.0	2.7
32	.	0.9	-8.5

# Further structures follow.
item	smiles	SIRT5 block	ARNT-TACC3 inh	ERp5 inh	C2C12 statin
33	Cc1c(C(=O)N2CCC[C@H]2CO)oc2c(F)cccc12	-1.9	-4.5	2.8	1.6
34	CC(=O)c1c(C)c[nH]c1C	.	-9.3	.	19.2
35	C[C@@H]1CN([C@H](C)CO)C(=O)c2cc(N(C)C)ccc2O[C@@H](C)CCCCO[C@H]1CN(C)Cc1ccncc1	.	.	.	0.9
36	Cc1ccc(C(C(=O)NCC2CCCO2)N(Cc2ccccc2)C(=O)c2ccc(-c3ccccc3)[nH]2)o1 (configuration not stated)	.	-2.5	.	11.0
37	COc1cc(/C=C/C(=O)OCC(=O)NC(=O)NC2CCCC2)ccc1OCC#N	0.2	-1.8	-1.4	-6.5
38	COc1ccccc1N1CCN(C(=O)CCCC2=NS(=O)(=O)c3ccccc3N2)CC1	.	22.7	2.8	10.1
39	COc1ccc(CC(=O)NCc2nnc(SCCOc3ccccc3)n2C)cc1	.	0.3	.	25.6
40	C=C1CCN([C@@H](Cc2ccccc2)C(=O)Nc2ccc(OC)cc2)S(=O)(=O)c2ccccc21	.	-1.1	0.0	-98.1

item	miR-122 sensor	Cneo AK release	esBAF inh
33	-0.7	2.0	24.1
34	-1.9	-1.7	-4.4
35	6.4[16.7 µM]	.	3.0
36	13.8	.	-0.3
37	-2.8	0.4	.
38	2.8	-0.6	6.0
39	-7.7	4.8	-6.5
40	1.7	-8.9	-1.6

# Other records.
item	smiles	SIRT5 block	ARNT-TACC3 inh	ERp5 inh	C2C12 statin
41	COc1ccc2[nH]c(C(=O)NCc3ccccc3)c(C)c2c1	-4.3	-1.2	4.2	0.8
42	COc1ccc(CCNC(=O)C2CC2)cc1OC	.	.	.	-12.8
43	C[C@H]1CC[C@]2(O[C@@H](CCO)C[C@@H](O)[C@@H]2O)O1	-3.9	-6.4	2.2	-6.8
44	CN(CC(=O)Nc1c(Cl)cccc1Cl)CC(=O)N1CCc2ccccc21	.	.	-0.4	-0.4
45	Cc1ccc(CN(C)c2ccc(S(=O)(=O)N3CCCC3)cn2)cc1	3.0	6.5	-14.4	7.0
46	C[C@@H]1CCCCO[C@@H](CN(C)S(=O)(=O)c2cccs2)[C@H](C)CN([C@H](C)CO)C(=O)c2cc(NS(=O)(=O)c3cn(C)cn3)ccc2O1	0.3	1.8	-4.2	.
47	Cc1ccc(/C=C/S(=O)(=O)NCCC(=O)NCc2ccc(F)cc2)cc1	-5.2	-1.0	5.6	-3.3
48	COc1ccc(NC(=O)NNC(=O)CCC(=O)Nc2ccccc2Cl)cc1	-4.5	-9.1	-8.8	.

item	miR-122 sensor	Cneo AK release	esBAF inh
41	2.9	-1.3	33.4
42	3.3	1.6	-4.3
43	-0.7	0.8	13.4
44	2.8	-0.1	0.6
45	-9.5	3.2	0.2
46	-4.8[16.7 µM]	3.8	-4.1
47	-1.4	0.0	-5.0
48	.	.	.

# Other records follow.
item	smiles	SIRT5 block	ARNT-TACC3 inh	ERp5 inh	C2C12 statin
49	Nc1nc(SCC(=O)NCCCO)nc2sc3c(c12)CCC3	.	22.5	.	-16.8
50	COc1cccc(CNS(=O)(=O)c2ccc(N3CCCC3=O)cc2)c1	-1.5	3.9	1.6	1.3
51	Cc1cccc(N2CCN(C(=O)c3cccc(N4CCCC4=O)c3)C(C)C2)c1 (configuration not stated)	-0.6	8.1	.	-50.7
52	COCCN1CCN(C(=O)c2cc(COc3ccc(F)cc3F)on2)CC1	-6.0	-5.8	6.7	-7.3
53	COC(=O)c1sccc1-n1cccc1C(=O)C(=O)N1CCOCC1	-1.3	-4.0	1.1	-4.2
54	COc1cccc(/C=C/C(=O)OCC(=O)Nc2ccc3c(c2)OCO3)c1	.	.	1.4	-6.0
55	C[C@H](CO)N1C[C@H](C)[C@@H](CN(C)C(=O)Nc2ccc(C(F)(F)F)cc2)Oc2c(NC(=O)Nc3ccc(C(F)(F)F)cc3)cccc2C1=O	5.3	-6.4	-0.7&-7.4	1.2
56	CCOC(=O)[C@H]1[C@H]2COc3ccc(OC)cc3[C@@H]2N2C(=O)CN(Cc3ccccc3)C(=O)[C@@]12C	.	14.6	-0.8	-8.8

item	miR-122 sensor	Cneo AK release	esBAF inh
49	.	3.7	-3.8
50	-2.8	0.6	0.7
51	54.5	1.0	-1.3
52	-2.7	2.3	1.3
53	.	-0.2	-1.8
54	-0.5	-0.5	-8.8
55	.	-1.6	-6.8
56	-2.4	-1.3	-4.8
